esBAF inh = blocks esBAF chromatin remodeling in mouse ES cells | Bmi1-luciferase knock-in reporter, 24 h; 100% = twice the neutral-well signal | reporter increase, % at 12.5 µM | actives 2% (n = 350,000); in the data active means activation above about 40%;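 further: 0% = median of the plate's neutral control wells and 100% = double that signal; a rise in the Bmi1 reporter signal indicates esBAF inhibition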
RAD52 inh = inhibitors of human RAD52 DNA annealing; P43351; recombinant RAD52 DNA annealing, FRET fluorescence; inhibition, % at 18.7 µM; actives 0.46% (n = 360,000); AID 651710;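 active means every replicate showing at least 50% inhibition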
Xi reactivation = reactivates the inactive X chromosome in mouse fibroblasts; AID 743238; activation, % at 7.58 µM; actives 0.055% (n = 360,000); XiGFP mouse fibroblasts, % GFP-positive cells imaging, 3 d; cells co-treated with 5-aza-dC sensitizer; scaled so ellipticine positive control = 100%;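 active means mean normalized replicate activation at least 10% and every replicate at or above 10%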;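 further: 0% = median of on-plate neutral control wells and 100% = ellipticine 6 µM median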
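Material: XiGFP fibroblasts, SV40-immortalized. Buffer or medium: DMEM plus 5-aza-dC sensitizer. Compound: single concentration per compound, delivered by pin transfer. Times: 3 days compound exposure. Controls: ellipticine 6 µM.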
RAD54 branch = RAD54 (human) branch migration inhibition; Q92698; RAD54 Holliday junction branch migration, FAM/BHQ fluorescence; inhibition, % at 10.4 µM; actives 0.14% (n = 360,000);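 active means mean normalized replicate activity at least 40 and at least half of replicates scoring 40 or more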;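 further: 0% = median of neutral control wells and 100% = median of positive control wells; inhibitors cause a drop in the FAM fluorescence signal; in these data hits start at about 50%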
GSIS activator = primary screen for activators of insulin secretion dependent on glucose, INS-1E cells, GLuc reporter luminescence; INS-1E GLuc reporter insulin secretion, 2-3 h; activation, % at 16.6 µM; actives 0.61% (n = 370,000); AID 743287;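 active means lowest replicate activation of at least 40%, so every replicate reaches that level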;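 further: 0% = median of neutral control wells and 100% = median of IBMX positive control wells; some compounds called inactive have numbers as strong as hits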
CFTR F508del cor = correctors of CFTR F508del function in bronchial epithelial cells; CFBE cells, YFP halide quenching; stimulated with forskolin plus potentiator P3; % fluorescence drop versus neutral controls; activity (quench increase), % at 7.58 µM; actives 0.36% (n = 350,000);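 active means mean added fluorescence quench of at least 8% versus neutral control, with both replicates also reaching 8%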;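 further: cells transiently co-express mutant CFTR-F508del with the halide-sensitive YFP; corrector assay measuring rescue of mutant channel to the surface after 24 h compound exposure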
ERAP1 inh = inhibitors of human ERAP1 aminopeptidase | AID 652197 | actives 0.15% (n = 340,000) | inhibition, % at 10.7 µM | recombinant ERAP1, Leu-AMC fluorescence, 60 min;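 active means mean replicate inhibition of at least 30%, or all replicates individually reaching that 30% level; inactive means mean below 30% and not every replicate reaching it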;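 further: 0% = neutral control wells and 100% = L-leucinethiol positive control wells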
Target sequence (Q9NZ08 whole entry, looked up): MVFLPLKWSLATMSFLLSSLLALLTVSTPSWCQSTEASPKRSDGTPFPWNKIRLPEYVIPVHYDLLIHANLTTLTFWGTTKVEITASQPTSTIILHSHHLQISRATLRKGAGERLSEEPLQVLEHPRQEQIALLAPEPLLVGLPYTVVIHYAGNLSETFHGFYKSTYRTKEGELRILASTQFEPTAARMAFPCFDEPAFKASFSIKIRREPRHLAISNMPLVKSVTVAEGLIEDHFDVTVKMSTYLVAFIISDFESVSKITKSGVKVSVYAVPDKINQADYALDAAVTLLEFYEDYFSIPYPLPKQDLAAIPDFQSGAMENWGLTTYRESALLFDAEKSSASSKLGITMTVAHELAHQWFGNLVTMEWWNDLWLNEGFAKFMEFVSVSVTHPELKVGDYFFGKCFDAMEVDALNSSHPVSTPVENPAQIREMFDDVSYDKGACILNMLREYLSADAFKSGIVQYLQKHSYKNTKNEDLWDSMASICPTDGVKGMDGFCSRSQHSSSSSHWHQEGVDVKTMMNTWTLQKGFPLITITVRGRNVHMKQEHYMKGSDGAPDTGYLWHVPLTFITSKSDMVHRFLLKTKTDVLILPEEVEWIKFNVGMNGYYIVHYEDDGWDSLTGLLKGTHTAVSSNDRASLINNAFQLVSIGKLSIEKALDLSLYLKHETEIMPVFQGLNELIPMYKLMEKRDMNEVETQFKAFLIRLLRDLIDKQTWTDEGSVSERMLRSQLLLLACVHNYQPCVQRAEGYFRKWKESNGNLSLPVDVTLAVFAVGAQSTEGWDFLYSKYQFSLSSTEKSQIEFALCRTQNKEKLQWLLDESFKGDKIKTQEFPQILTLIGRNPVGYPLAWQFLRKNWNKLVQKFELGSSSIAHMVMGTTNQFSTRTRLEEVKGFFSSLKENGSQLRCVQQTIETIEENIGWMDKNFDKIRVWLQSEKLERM
ARNT TACC3 PPI = disrupts binding between human ARNT and TACC3; Q9Y6A5; AlphaScreen His-ARNT PAS-B/GST-TACC3 binding, luminescence; TACC3 fragment carries E629A point mutation; inhibition, % at 9.99 µM; actives 0.66% (n = 390,000);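 active means mean inhibition of replicates at least 50% and at least half of replicates each reaching 50%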;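 further: 0% = complete ARNT plus TACC3 wells and 100% = ARNT alone without TACC3; many hits fall short of the cut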
The depositor's hits bear a star; . = no result given; & = joins results of further samples.

| item | smiles | ERAP1 inh | Xi reactivation | GSIS activator | CFTR F508del cor | esBAF inh | RAD52 inh | RAD54 branch | ARNT TACC3 PPI |
| --- | --- | --- | --- | --- | --- | --- | --- | --- | --- |
| 1 | COc1ccc(S(=O)(=O)N2C[C@H](O)COC[C@H]3O[C@@H](CC(=O)NCCN4CCCCC4)CC[C@@H]32)cc1 | 1 | 0.0 | 12 | 0.9 | -1 | 9 | 9 | -1 |
| 2 | CCCNC(=O)N(C)C[C@@H]1Oc2cc(C#CC3CC3)ccc2S(=O)(=O)N([C@@H](C)CO)C[C@@H]1C | 1 | -0.3 | -2 | 1.2 | 5 | -10 | 5 | -8 |
| 3 | C[C@@H]1CCCCO[C@@H](CN(C)Cc2ccc3c(c2)OCO3)[C@@H](C)CN([C@H](C)CO)C(=O)c2cc(N(C)C)ccc2O1 | 6&1&2 | -0.2&0.0 | -10&3 | -2.5&-3.3&0.7 | -2&1&-4 | 8&5&-4 | -13&-5&0 | -4&13 |
| 4 | Cc1noc(C)c1S(=O)(=O)Nc1ccc2c(c1)C(=O)N([C@@H](C)CO)C[C@@H](C)[C@@H](CN(C)S(C)(=O)=O)O2 | -1 | 0.3 | 15 | 1.8 | 4 | -7 | -8 | -1 |
| 5 | COCC#Cc1ccc2c(c1)O[C@@H](CN(C)C(=O)C1CCCCC1)[C@H](C)CN([C@H](C)CO)S2(=O)=O | 5 | -1.0 | 1 | 1.6 | 7 | -21 | -8 | 1 |
| 6 | C[C@H]1CN([C@@H](C)CO)C(=O)c2cccc(NC(=O)c3ccncc3)c2O[C@@H]1CN(C)C(=O)Nc1ccc(C(F)(F)F)cc1 | 1 | 0.0 | 7 | -0.5 | -3 | 3 | 4 | 7 |
| 7 | COc1ccc2cc(C(N)=O)c(=Nc3ccccc3)oc2c1 | 8 | 0.5 | -3 | . | . | -10 | . | -16 |
| 8 | O=c1[nH]c(CN(CCc2ccccc2)S(=O)(=O)c2ccc(Cl)cc2)nc2ccccc12 | 1 | -0.1 | 5 | -1.8 | . | -16 | . | 22 |
| 9 | Cc1ccc(S(=O)(=O)NCCS(=O)(=O)N2CCN(c3ccccc3)CC2)cc1 | -1 | 0.0 | 9 | -0.6 | -5 | -9 | 6 | -3 |
| 10 | COc1ccc(CCNc2oc(-c3ccco3)nc2C#N)cc1 | 1 | . | 21 | . | 5 | -14 | -11 | 10 |
| 11 | O=C(C1CC1)N1CCC(Oc2cccc(C(=O)N3CCCCC3CCO)c2)CC1 (stereo not given) | 1 | -0.1 | -6 | -0.1 | -2 | -1 | -9 | -1 |
| 12 | C/C(=N/N=C/c1ccccc1O)c1ccccc1O | -2 | 0.0 | 4 | 1.0 | 49 | -15 | 5 | -4 |
| 13 | N#Cc1c(-c2ccccc2)nc2n1CCS2 | -1 | 0.0 | 4 | -0.2 | . | -5 | . | -1 |
| 14 | Cc1ccc(-c2nnn3c2nc(NCCc2ccc(S(N)(=O)=O)cc2)c2ccccc23)cc1 | 1 | 0.0 | . | . | . | -7 | -4 | -3 |
| 15 | O=C(CCN1CCCCC1)NCC[C@H]1CC[C@@H](NS(=O)(=O)c2cccc(F)c2)[C@@H](CO)O1 | 0 | 0.0 | 3 | 2.2 | -3 | 10 | -2 | -6 |
| 16 | CCC(Sc1nc(N)c(NC(=O)c2ccc(OC)cc2)c(=O)[nH]1)C(=O)O (stereo not given) | 6 | 0.2 | 8 | -1.9 | -1 | -8 | 2 | -1 |
| 17 | OC[C@@H]1[C@H](c2ccc(C#Cc3ccccc3F)cc2)[C@@H]2CN(Cc3cncnc3)CCCCN12 | -2 | 0.1 | -24 | 0.1 | 7 | 10 | 4 | -3 |
| 18 | O=C1CC(CCC(=O)NC2CC2)c2ccccc2N1 (stereo not given) | . | . | 7 | . | -5 | . | 0 | 10 |
| 19 | COc1cc(N)c(Br)cc1C(=O)O | 5 | 0.1 | -3 | . | 1 | -6 | 0 | 0 |
| 20 | CN(C)C1=NC(=O)/C(=C\c2ccccc2)S1 | 12 | 0.0 | . | 2.2 | . | 1 | . | 4 |
| 21 | CCCCn1c(N)c(N(CCC(C)C)C(=O)C2CCCN(C(=O)c3ccc(Cl)cc3)C2)c(=O)[nH]c1=O (stereo not given) | 7 | -0.3 | -8 | -0.1 | . | -3 | . | . |
| 22 | CN(C(=O)CSc1nnc(NCc2ccccc2)s1)C1CCS(=O)(=O)C1 (stereo not given) | -2 | 0.0 | 5 | 1.4 | . | -13 | . | -19 |
| 23 | CC(C)n1ncc2c(C(=O)NCc3ccccc3CN(C)C)cc(C3CC3)nc21 | 1 | 0.0 | -12 | 0.4 | -3 | 11 | 8 | -3 |
| 24 | O=C(COC(=O)COc1ccc(Cl)cc1Br)NC1CCCC1 | -3 | 0.0 | . | -0.1 | 2 | -4 | -2 | . |
| 25 | ON=C1c2ccccc2-c2ccc(O)cc21 | -1 | -0.2 | . | 3.4 | . | -3 | . | 5 |
| 26 | CCOc1ccc(N2C(=O)S/C(=C\c3ccc(O)c(OC)c3)C2=O)cc1 | 1 | 0.7 | 14 | -0.7 | 5 | -10 | . | 15 |
| 27 | COc1ccccc1-c1ccc2n(c1=O)C[C@@H]1[C@@H](CO)[C@H](C(=O)N3CCOCC3)[C@H]2N1CC1CC1 | . | 0.2 | -2 | . | 7 | 2 | 0 | 1 |
| 28 | COc1cccc(C(=O)NC(=S)N2CCN(c3ccc(C(F)(F)F)cc3[N+](=O)[O-])CC2)c1 | 4 | -0.1 | -4 | . | . | 5 | 0 | -1 |
| 29 | CCc1ccccc1NC(=S)N(Cc1cccnc1)Cc1ccco1 | 4 | 0.0 | . | 2.0 | . | -34 | . | 0 |
| 30 | COc1ccc(N2C(=O)CSCC2=O)cc1OC | -1 | 0.4 | 3 | 0.3 | . | 1 | . | -6 |
| 31 | C[C@@H]1CN([C@@H](C)CO)C(=O)c2cc(NC(=O)Nc3ccc(C(F)(F)F)cc3)ccc2O[C@@H](C)CCCCO[C@H]1CN(C)Cc1ccc2c(c1)OCO2 | -2 | 0.0 | -3 | -2.6 | 1 | 48 | 6 | 43 |
| 32 | COc1ccc(C2CCN(Cc3cccnc3)CC2O)cc1 (stereo not given) | 1 | . | 16 | . | -7 | -7 | -5 | 1 |
| 33 | COc1cccc(CN(C)C(=O)CNC(=O)c2ccc(-c3ccccc3)cc2)c1OC | -9 | -0.1 | -11 | 0.9 | 6 | -23 | -13 | 2 |
| 34 | COCC(=O)N1[C@H](CO)[C@H](c2ccc(-c3cccc(OC)c3)cc2)C12CN(C(C)=O)C2 | -3 | 0.1 | -14 | -1.7 | . | -17 | . | . |
| 35 | CCOC(=O)c1c(C(=O)OCC)c(C)n(CCc2ccc(OC)c(OC)c2)c1C | . | 0.2 | 38 | . | -6 | . | 6 | 2 |
| 36 | Cc1c(C(=O)N2CCCCC2)c(S(=O)(=O)Nc2ccc(F)cc2F)c(C)n1C | 0 | 0.0 | . | 0.1 | -3 | -1 | -7 | -2 |
| 37 | COc1ccc(CCCc2n[nH]c(=S)n2C)cc1C | 18 | 0.4 | -2 | 0.0 | -2 | -10 | 10 | 4 |
| 38 | Cc1ccc(NC(=S)N2CCN(S(C)(=O)=O)CC2)cc1 | 3 | 0.2 | -1 | -1.2 | 2 | -11 | -5 | 7 |
| 39 | CC(NC(=O)CN1C(=O)NC2(CCCCC2)C1=O)c1ccc(S(N)(=O)=O)cc1 (stereo not given) | -8 | 0.1 | -22 | -2.7 | -7 | -8 | -5 | -4 |
| 40 | COc1ccccc1Cn1c(=S)[nH]c2cc(C(=O)N3CCC(C(N)=O)CC3)ccc2c1=O | 1 | 0.2 | -11 | -0.1 | 5 | -9 | -1 | 3 |
| 41 | CCCN(C(=O)CSc1nnnn1C)C1CCS(=O)(=O)C1 (stereo not given) | 4 | 0.2 | 2 | -1.9 | . | -9 | . | -5 |
| 42 | CS(=O)(=O)N1CCCC(C(=O)Nc2ccc(F)cc2F)C1 (stereo not given) | -2 | 0.0 | 11 | -2.0 | . | -9 | . | -9 |
| 43 | Cc1cc(C)n2nc(SCc3ccc(C#N)cc3)nc2n1 | -7 | -0.1 | -13 | -0.1 | -8 | -15 | -7 | 12 |
| 44 | CCNc1nc(NCC)n2c(SCC(=O)Nc3ccccc3F)nnc2n1 | 2 | 0.2 | 17 | -1.6 | -3 | 9 | -10 | 0 |
| 45 | CCC(=O)c1ccc(OCC(=O)OCC(=O)NCc2cccs2)cc1 | 1 | 0.0 | 8 | 3.3 | -5 | -8 | 6 | -6 |
| 46 | Cn1cnc(S(=O)(=O)N[C@@H]2C=C[C@@H](CC(=O)NCC3CC3)O[C@@H]2CO)c1 | 1 | -0.3 | 16 | -1.5 | 1 | 0 | -5 | -8 |
| 47 | COc1cccc(C(=O)N2C[C@H]3[C@@H](c4ccccc42)[C@@H](CO)N3C(=O)c2ccccc2)c1 | 2 | 0.0 | 7 | 0.0 | -4 | -15 | -6 | -2 |
| 48 | CC1CCN(S(=O)(=O)c2cnc[nH]2)CC1 | -1 | 0.0 | -2 | 1.1 | -6 | 8 | -6 | -4 |
| 49 | O=C(O)C1C2C=CC(C3CC23)C1C(=O)O (stereo not given) | . | . | 0 | . | -9 | . | -10 | -2 |
| 50 | O=C(c1cccc(C(F)(F)F)c1)C1CCCN(Cc2cccc(OCCO)c2)C1 (stereo not given) | -2 | -0.1 | -12 | 1.5 | . | -4 | . | . |
| 51 | O=C(Nc1ccccc1N1CCOCC1)c1ccc(OCc2cscn2)cc1 | 1 | 0.0 | 37 | 4.3 | 10 | -20 | -7 | 9 |
| 52 | O=C(NC(=S)NCc1ccccc1)C1CC1 | -1 | 0.0 | 0 | -1.9 | . | -11 | . | -1 |
| 53 | O=C(c1ccncc1)N1CC2(C1)[C@H](c1ccccc1)[C@@H](CO)N2C(=O)c1ccncc1 | -1 | 0.3 | 16 | -0.5 | . | -14 | . | . |
| 54 | CCOC(=O)c1csc(NC(=O)CN2CCOCC2)n1 | -1 | 0.0 | -3 | 2.7 | -2 | 1 | 2 | 4 |
| 55 | COc1ccc(S(=O)(=O)Nc2ccc3c(c2)C(=O)N([C@@H](C)CO)C[C@@H](C)[C@@H](CN(C)S(=O)(=O)c2c(C)noc2C)OCCCC[C@@H](C)O3)cc1 | 1 | -0.1 | -15 | 3.6 | -3 | -43 | -1 | 10 |
| 56 | CN(C)C(=O)C[C@@H]1C=C[C@@H](NC(=O)C2CCOCC2)[C@@H](CO)O1 | 2 | 0.1 | 7 | -0.6 | . | 2 | . | . |
| 57 | O=C(CC(O)c1ccccc1)Nc1ccccn1 (stereo not given) | -3 | 0.5 | 8 | -0.3 | 3 | -11 | -13 | -4 |
| 58 | CCCCOC(=O)Nc1cc(C)c(Cl)cc1OC | . | . | -13 | . | -3 | . | 5 | 9 |
| 59 | CCCC(=O)Nc1cc(C(F)(F)F)ccc1N1CCOCC1 | -2 | 0.0 | 15 | 1.8 | . | -17 | 6 | -3 |
| 60 | O=C(COc1ccc2c(c1)C(=O)CC1(CCCCC1)O2)NCc1ccccn1 | . | . | -4 | . | -4 | . | 2 | -24 |
| 61 | NC(=O)NCC#Cc1ccc2c(c1)[C@]1(C(=O)N2)[C@H](C(=O)O)[C@H]2C(=O)O[C@H](c3ccccc3)[C@H](c3ccccc3)N2[C@@H]1c1ccc(OCCO)cc1 | 5 | . | . | 0.0 | . | -4 | 3 | 4 |

Bioassay records: PubChem BioAssay, Broad Institute
